# From PubChem
# Myeloid diff 2: compounds promoting myeloid differentiation. AID 624256. ER-HoxA9 myeloid progenitors, lysozyme-GFP differentiation, flow cytometry. calls only at 10 µM. 360,000 compounds, 1% hits;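 active = normalized GFP-positive differentiation at or above the plate's own cutoff, the solvent-only control mean plus 3 SD; inconclusive = no clear call, values can overlap the other calls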;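 also: cells exposed to compound for four days before flow analysis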
# Myeloid diff 2 GFP+ MAC1+ %: also measured in Myeloid diff 2; calls as there; GFP+ MAC1+ double positive, %; measured here: differentiation confirmed by MAC1 staining
# The depositor's hits bear a star; i = inactive; ? = inconclusive; . = not tested or not shown; + = active, no number. These rows are one share of the data; the hit share may differ from the screen's.
smiles	Myeloid diff 2	Myeloid diff 2 GFP+ MAC1+ %
CC1=C(C(=O)N(C(C)C)C(C)C)CC(CC(=O)NC2CCCC2)C(=O)N1CCCN1CCCC1=O (configuration not stated)	i	1.3
O=[N+]([O-])c1cccc(COc2cccc(CO)c2)c1	i	0.4
CCC1Nc2ncnc(N3CCOCC3)c2N(Cc2ccccc2)C1=O (configuration not stated)	i	0.2
CC1(C(=O)Nc2ccc3c(c2)OCO3)Cc2c(-c3ccccc3)ccnc2O1 (configuration not stated)	i	0.7
O=C(CS(=O)(=O)Cc1ccccc1)c1ccccc1	i	0.3
CCCCCCCCN1C(=O)[C@H](CC(=O)N2CCN(C(=O)c3ccco3)CC2)C[C@@]2(C(=O)OC)CC(C)(C)CC=C12	i	3.8
Cc1ncc(NS(=O)(=O)c2ccc(N)cc2)nc1C	i	1.1
CC(=O)O[C@@H](Cc1ccc(O)cc1)C(=O)CC(C)C	i	0.6
Cc1ccc(Nc2ncc3c(=O)[nH][nH]c(=O)c3n2)cc1	i	1.2
CC(O)(c1cccc(F)c1)c1nc(-c2ccc(Cl)cc2)cs1 (configuration not stated)	i	0.6

# A draw from above in order of molecular weight, ascending:
smiles	Myeloid diff 2	Myeloid diff 2 GFP+ MAC1+ %
Cc1ncc(NS(=O)(=O)c2ccc(N)cc2)nc1C	i	1.1
CC1(C(=O)Nc2ccc3c(c2)OCO3)Cc2c(-c3ccccc3)ccnc2O1 (configuration not stated)	i	0.7
CC1=C(C(=O)N(C(C)C)C(C)C)CC(CC(=O)NC2CCCC2)C(=O)N1CCCN1CCCC1=O (configuration not stated)	i	1.3

# Next part:
smiles	Myeloid diff 2	Myeloid diff 2 GFP+ MAC1+ %
FC(F)(F)Oc1ccccc1C(c1nnnn1C1CCCCC1)N1CCN(C/C=C/c2ccccc2)CC1 (configuration not stated)	i	1.6
Cn1c(=O)c2cc(NC(=O)CC(C)(C)C)ccc2n1-c1ccccc1F	i	1.4
Nc1ccc(CSc2ccc(Cl)cc2)c(Cl)c1	i	0.6
CCCCN1C(=O)C(CC(=O)NCc2cccc3ccccc23)CC(C(=O)N(C(C)C)C(C)C)=C1C (configuration not stated)	i	1.0
CC(=O)Nc1cc(-c2cccc(C(=O)NCCN(C)C)c2)cn2c(-c3ccc(C(C)=O)cc3)cnc12	i	1.5
CN1CCOC1c1ccc(C2OCCN2C)cc1 (configuration not stated)	i	0.2
Cc1ccc2cccc(OC(=O)c3c(F)cccc3Cl)c2n1	i	0.8
CCOC(=O)CSc1nc2nc(Cl)c(Cl)nc2[nH]1	i	0.7
CC1(C(=O)NS(=O)(=O)C2CC2)CCCN(C(=O)c2ccc(C(F)(F)F)cc2)C1 (configuration not stated)	i	0.3
CC1=C(C(=O)N(C(C)C)C(C)C)CC(CC(=O)NCCCCc2ccccc2)C(=O)N1Cc1ccc(F)cc1 (configuration not stated)	i	0.8

# Three compounds from above, ordered by the number in Myeloid diff 2 GFP+ MAC1+ %, ascending:
mol	Myeloid diff 2 GFP+ MAC1+ %
CCCCN1C(=O)C(CC(=O)NCc2cccc3ccccc23)CC(C(=O)N(C(C)C)C(C)C)=C1C (configuration not stated)	1.0
Cn1c(=O)c2cc(NC(=O)CC(C)(C)C)ccc2n1-c1ccccc1F	1.4
CC(=O)Nc1cc(-c2cccc(C(=O)NCCN(C)C)c2)cn2c(-c3ccc(C(C)=O)cc3)cnc12	1.5

# Carrying on.
smiles	Myeloid diff 2	Myeloid diff 2 GFP+ MAC1+ %
C[C@H]1CCCCO[C@H](CN(C)CC2CCCCC2)[C@@H](C)CN([C@@H](C)CO)C(=O)c2cc(NS(=O)(=O)c3ccccc3)ccc2O1	i	0.5
CC1(C(=O)Nc2ccc3c(c2)OCO3)CCN1Cc1ccccc1OC(F)F (configuration not stated)	i	0.3
O=C(Nc1nnc([C@H]2C[C@H](O)[C@@H](CO)O2)s1)c1cccc(Cl)c1	i	0.2
CCCCn1c(N)c(N(CC(C)C)C(=O)c2cc(-c3ccc(OC)cc3)nc3ccccc23)c(=O)[nH]c1=O	i	0.4
CC(C)CNC(=O)c1cccc2c(-c3ccc(F)c(F)c3)coc12	i	0.2
COc1cc(C(=O)OCC(=O)N2CCNC2=O)cc(Cl)c1OC	i	0.5
COc1ccc(CC(=O)NCCc2ccc3c(c2)OCO3)cc1OC	i	0.8
O=C(NC(c1ccc(Cl)cc1)c1cnccn1)C1CCN(CCCc2ccccc2)CC1 (configuration not stated)	i	0.6
O=C(COC(=O)c1cccc(Br)c1)NC(=O)NC1CCCC1	i	0.3
Cc1cc(C(=O)COC(=O)c2ccc(NC(=O)CC#N)cc2)c(C)n1C1CC1	i	1.7

smiles	Myeloid diff 2	Myeloid diff 2 GFP+ MAC1+ %
O=P(c1ccccc1)(c1ccccc1)C(O)c1cccs1 (configuration not stated)	i	0.4
COc1cc2oc(=O)cc(-c3ccc(-c4ccc(N(C)C)cc4)cc3)c2c(OC)c1OC	i	0.3
Cc1ccc(NC(=O)c2ncn(CCCN3CCN(c4ccccn4)CC3)n2)cc1C	i	0.5
CCCCNC(=O)CN1C(=O)CSc2ccc(S(=O)(=O)N3CCOCC3)cc21	i	1.0
O=S(=O)(NCCc1c[nH]c2ccccc12)c1ccc(F)cc1	i	0.4
CC1(C(=O)OCC(=O)Nc2cc(S(=O)(=O)N3CCOCC3)ccc2Cl)CC1(Cl)Cl (configuration not stated)	i	1.1
CCc1nc2ccc(C(=O)Nc3ccc(NC(C)=O)cc3)cn2c1N(CCC(C)C)CCN(C)C	i	1.0
O=C(CN1CCN(S(=O)(=O)c2ccc3c(c2)OCCO3)CC1)Nc1cccc(F)c1	i	0.9
COc1ccc(S(=O)(=O)Nc2ccc3c(c2)C(=O)N([C@@H](C)CO)C[C@@H](C)[C@H](CN(C)S(=O)(=O)c2ccc(F)cc2)OCCCC[C@H](C)O3)cc1	i	0.6
Cc1ccc(Cl)cc1N1C(=O)CC(Sc2ccccc2N)C1=O (configuration not stated)	i	0.9

smiles	Myeloid diff 2	Myeloid diff 2 GFP+ MAC1+ %
CC=Cc1cc(OC)c2c(c1)C(C)C(c1ccc(O)c(OC)c1)O2 (configuration not stated)	i	0.7
CN(Cc1ccccc1)C(=O)c1ccc(NC(=O)Cc2ccc(NC(=O)C3CCCN(C(=O)c4ccccc4)C3)cc2)cc1 (configuration not stated)	i	1.0
CC(=O)Nc1cc2oc3ccccc3c2cc1[N+](=O)[O-]	i	0.9
NS(=O)(=O)c1ccc(NC(=O)CCCCCN2C(=O)c3ccccc3C2=O)cc1	i	0.3
Cc1ccc(S(=O)(=O)NC(=O)N2CCCC2)cc1	i	0.4
CCCCN(C=O)c1c(CC)nc2ccc(C(=O)NCCCN3CCCC3=O)cn12	i	0.7
C[C@H](CO)N1C[C@H](C)[C@@H](CN(C)C(=O)c2cccnc2)Oc2ncc(Br)cc2C1=O	i	0.3
Cc1cc(C)c(NS(=O)(=O)c2ccccc2)c(C)c1NS(=O)(=O)c1ccccc1	i	1.7
COC(=O)c1ccc2c(c1)c(C#Cc1ccccc1)c(-c1ccccc1)n2C	i	0.1
COc1ccc2c(C)cc(=O)oc2c1OCC(O)CN1CCOCC1 (configuration not stated)	i	1.6

structure | Myeloid diff 2 | Myeloid diff 2 GFP+ MAC1+ %
COc1ccc(C(C)(NC(C)=O)c2nc(-c3ccc(S(C)(=O)=O)cc3)cs2)cc1 (configuration not stated) | i | 1.0
COc1ccc(C(C(=O)NC(C)(C)C)n2c(-c3ccc(C(F)(F)F)cc3)nc3ccccc32)cc1 (configuration not stated) | i | 2.2
C=CCN(CC=C)Cc1cc(=O)oc2ccc3ccccc3c12 | i | 2.6
CC(C)C[C@@H](COCc1ccc(Cl)cc1)N1CCN(C(=O)c2ccc(Cl)cc2Cl)CCC1=O | i | 0.8
C=CCNc1nc2cc(-c3ccccc3C)sc2c(=O)n1C | ? | .
Cc1ccc(/C=C2/CNC/C(=C/c3ccc(C)cc3)C2=O)cc1 | ? | .
COc1ccccc1CNC(=O)c1cc(-c2ccccc2)nn1Cc1cc(C)no1 | i | 0.7
Cc1ccc(NC(=O)CN(C)C(=O)c2cc(-c3ccccc3)nn2-c2ccccc2)cc1 | i | 0.8
CCOC(=O)C1=CCC2C(=O)N(CC)C(=O)C12 (configuration not stated) | i | 1.1
Cn1ccnc1SCC(=O)c1ccc(F)cc1 | i | 0.6
CC[C@]12c3[nH]c4cc(-c5ccco5)ccc4c3CCN1C(=O)[C@@H](CC(=O)NCc1ccc(OC)c(OC)c1)C[C@@H]2C(=O)N1CCN(C(=O)c2ccco2)CC1 | i | 1.2
CCNC(=O)C1(C)CCCN(C(=O)Cc2ccc(OC)c(OC)c2)C1 (configuration not stated) | i | 0.6
COc1ccc(O)c(CN2CC3CCC(CC3)C2)c1 | i | 0.6
Cc1cccc(NC(=O)COC(=O)c2ccc(S(=O)(=O)N3CCCCCC3)cc2)c1 | i | 0.6
O=C(CC(c1ccccc1)C1CCCCC1=O)c1ccccc1 (configuration not stated) | i | 0.6
O=C(Cc1cc(C(F)(F)F)cc(C(F)(F)F)c1)Nc1c(-c2ccccc2)[nH][nH]c1=O | i | 2.1
Cc1ccc(F)cc1C(=O)N1CCOCC1c1cc(C(=O)Nc2ccccc2)no1 (configuration not stated) | i | 1.0
CC(C)c1ccc(/C=N/NC(=O)c2ccc(-n3cnnn3)cc2)cc1 | i | 0.3
CNc1ccc2ncc(-c3ccc(OC)c(OC)c3)n2n1 | ? | .
Nc1cccc(N=[N+]([O-])c2cccc(N)c2)c1 | i | 0.6
Cc1noc(C)c1NC(=O)N(C)C[C@H]1OCc2cnnn2CCCC(=O)N([C@H](C)CO)C[C@H]1C | i | 1.0
O=C(Cc1ccc(NC(=O)C2CCCN(C(=O)c3ccccc3)C2)cc1)Nc1ccc(C(=O)N2CCOCC2)cc1 (configuration not stated) | i | 0.7
O=C(NN=Cc1ccc(O)cc1)C(=O)NN=Cc1ccc(O)cc1 | i | 0.9
CC1(Cc2cccc(C(F)(F)F)c2)C(=O)Nc2c(Cl)cccc21 (configuration not stated) | i | 0.4
FC(F)(F)c1ccccc1Cc1c(-c2cccc(Br)c2)nc2ccc(Cl)cn12 | i | 0.8
Cc1c(C(=O)NCc2ccc3c(c2)OCCO3)sc(=O)n1Cc1cccc(C(F)(F)F)c1 | i | 4.9
COc1ccccc1Cc1c(-c2ccco2)nc2c3ccccc3ccn12 | i | 1.1
CCOC(=O)C1=NN2C(O)C3(C)CC(C(=O)OCC)=NN3C(O)C2(C)C1 (configuration not stated) | i | 1.2
COc1ccc(NC(=O)[C@H](C)NS(=O)(=O)c2ccc(NC(C)=O)cc2)cc1Cl | i | 1.5
Nc1nc(-c2ccccc2Cl)cs1 | i | 0.3

structure | Myeloid diff 2 | Myeloid diff 2 GFP+ MAC1+ %
COCCNC(=O)c1cc2c(c(-c3cccc(C#Cc4ccc(OC)c(OC)c4)c3)n1)[C@H](CCO)N(S(=O)C(C)(C)C)C2 (some centres not stated) | i | 2.0
COc1ccc(Cl)cc1C=CC=NNC(=O)c1ccncc1 | i | 0.8
CCCNC(=O)C1(C)CCN(Cc2noc(-c3ccccc3OC)n2)C1 (configuration not stated) | i | 1.9
CC(=O)Nc1cccc(Nc2cc(C)nn2C)c1 | i | 1.1
COc1ccc(OC)c2c1CCC1(C2)NC(=O)NC1=O (configuration not stated) | i | 0.8
COc1cc(C(=O)N2CCCCC2c2cc(C(=O)NCc3cccnc3)no2)cc(OC)c1C (configuration not stated) | i | 0.5
Cc1ccc(-c2ccc3c(c2)O[C@H](CN(C)Cc2cncnc2)[C@@H](C)CN([C@H](C)CO)S3(=O)=O)cc1 | i | 1.2
CCn1c(SCCN2CCCCC2)nc2c1c(=O)n(C)c(=O)n2C | i | 0.2
CCC1([N+](=O)[O-])COC(c2ccc(C(C)C)cc2)OC1 (configuration not stated) | i | 1.6
O=C1NC[C@@H](CCCCN2CCN(CC3CCCCC3)C(=O)C2=O)N(CCC2CCCCC2)C1=O | i | 0.9
COC(=O)C[C@H]1CC[C@@H](NC(=O)Nc2cccc(OC)c2)[C@@H](CO)O1 | i | 1.8
O=C(O)C1C=CC(C(=O)O)c2ccccc21 (configuration not stated) | i | 0.5
C[C@H](CO)N1C[C@H](C)[C@H](CN(C)Cc2ccc(Oc3ccccc3)cc2)Oc2cc(Br)ccc2S1(=O)=O | i | 0.7
CN(C)CCN1C(=O)CCC2(C)C1=CCC1C2CCC2(C)C1CCC2(C)O (configuration not stated) | i | 0.6
COc1ccc(C(=O)N(c2c(C)cccc2C)C(COC(C)=O)COC(C)=O)cc1 | i | 0.5
CC(=O)C1=CCC(c2cccs2)N(S(=O)(=O)c2ccc(C)cc2)C1 (configuration not stated) | i | 1.1
COc1ccccc1-c1ccc2c(c1)C(C)(Cc1cc(Cl)ccc1C(F)(F)F)C(=O)N2 (configuration not stated) | i | 0.9
CCOC(=O)c1c(C)oc(=O)c(CC)c1O | i | 0.6
CC1(Oc2ccccc2)CCN(Cc2csc3ccccc23)C1 (configuration not stated) | i | 1.4
O=C(CN1CCN(S(=O)(=O)c2cc(Br)ccc2Br)CC1)NCc1ccccc1Cl | i | 0.9
CN(C)c1ccc(-c2ccnc3c2CC(C)(C(=O)NCc2ccco2)O3)cc1 (configuration not stated) | i | 4.2
O=C1NC(=NCc2ccccc2)NC1(c1ccccc1)c1ccccc1 | i | 1.1
CCOc1ccc(CCNC(=O)COC(=O)c2cccc(S(=O)(=O)N(C)C)c2)cc1OCC | i | 0.1
O=C(CC[C@H]1O[C@@H](n2ccc(=O)[nH]c2=O)[C@H](O)[C@@H]1O)N[C@H](Cc1ccccc1)C(=O)NCCCc1ccccc1 | i | 0.3
COc1ccc(C[C@@H]2OC3(C=CC(=O)C=C3)O[C@H]2Cc2ccc(OC)cc2)cc1 | + | 19*
Nc1nc2ccc(Cl)cc2[nH]1 | i | 0.6
Cc1ccc(S(=O)(=O)N2CCN(C(=O)COC(=O)Cc3ccc(F)cc3)CC2)c(C)c1 | i | 1.3
